GPR151 activ: activates the human receptor GPR151; Q8TDV0; AID 1508602; 1% of 650,000 active; activation, % at 11.2 µM; PathHunter beta-arrestin GPR151 cells, luminescence; in the data active = activation above about 4.9%;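 note: 0% = median of compound wells and 100% = cells with positive control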
Target sequence (Q8TDV0 whole entry, looked up): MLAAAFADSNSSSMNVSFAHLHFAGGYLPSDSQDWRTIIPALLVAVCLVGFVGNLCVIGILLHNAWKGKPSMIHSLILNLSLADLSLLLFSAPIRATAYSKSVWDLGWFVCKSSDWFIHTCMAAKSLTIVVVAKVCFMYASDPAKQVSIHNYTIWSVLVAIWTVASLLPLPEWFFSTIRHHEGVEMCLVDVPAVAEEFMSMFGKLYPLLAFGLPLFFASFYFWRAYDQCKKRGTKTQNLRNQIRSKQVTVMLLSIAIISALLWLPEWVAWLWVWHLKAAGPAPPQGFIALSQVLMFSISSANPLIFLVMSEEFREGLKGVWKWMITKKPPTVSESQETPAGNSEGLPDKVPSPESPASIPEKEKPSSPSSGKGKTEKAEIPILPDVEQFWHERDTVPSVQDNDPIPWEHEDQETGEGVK
TEAD-YAP block: TEAD-YAP interaction inhibition; HEK-TIYL cells, TEAD-Gal4/YAP UAS-luciferase luminescence; inhibition, % at 9.12 µM; 1.4% of 640,000 active; AID 1259422; in the data active = inhibition above about 32%;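 note: 0% = median of test compound wells and 100% = reference inhibitor wells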
MITF inh: inhibitors of human MITF. AID 1259374. AlphaScreen MITF homodimerization, bead proximity signal. inhibition, % at 2.6 µM. O75030. 0.91% of 650,000 active; in the data active = inhibition above about 50%;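 note: 0% = vehicle wells with protein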
Target sequence (O75030 whole entry, looked up): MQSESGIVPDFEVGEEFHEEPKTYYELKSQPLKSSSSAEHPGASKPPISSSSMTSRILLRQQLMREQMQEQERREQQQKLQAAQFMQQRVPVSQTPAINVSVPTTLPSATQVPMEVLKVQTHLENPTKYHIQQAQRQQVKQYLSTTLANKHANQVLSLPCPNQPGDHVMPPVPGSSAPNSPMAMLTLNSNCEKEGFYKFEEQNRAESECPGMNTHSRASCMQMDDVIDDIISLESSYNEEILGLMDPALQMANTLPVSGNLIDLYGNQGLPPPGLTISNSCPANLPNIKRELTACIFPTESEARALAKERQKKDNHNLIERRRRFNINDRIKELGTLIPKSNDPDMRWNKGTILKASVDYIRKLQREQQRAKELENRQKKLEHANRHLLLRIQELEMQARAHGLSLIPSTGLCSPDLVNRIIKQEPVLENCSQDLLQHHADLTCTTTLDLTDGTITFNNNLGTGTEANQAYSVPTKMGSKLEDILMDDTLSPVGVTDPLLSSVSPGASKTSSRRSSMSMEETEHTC
FBW7 activator: human FBW7 E3 ligase activation, primary screen; AlphaScreen FBW7–phospho-cyclin E peptide binding, activator screen; Q969H0; 0.13% of 650,000 active; normalized activity (activation), % at 26.1 µM; in the data active = normalized activity above about 1.9%;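 note: purified mutant Fbw7 with reduced substrate affinity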
Numbers without * were called inactive.

Screens in order: GPR151 activ	FBW7 activator	MITF inh	TEAD-YAP block
> CCOc1ccc2cc(S(=O)(=O)N3CCCCC3C)ccc2c1 (stereo not given)
→ 0.6	0.0	16	5
> Cc1cc(C)cc(N(C(C)C(=O)N2CCN(c3ccccc3F)CC2)S(C)(=O)=O)c1 (stereo not given)
→ -0.2	0.1	-8	0
> COc1ccc(Br)c(C(=O)Nn2c(-c3cc(OC)c(OC)c(OC)c3)nc3ccccc3c2=O)c1
→ 1.8	0.0	0	2
> COc1ccc(-c2noc(=O)n2Cc2ccccc2F)cc1
→ 0.0	0.0	-3	0
> CCN=c1scc(-c2ccc(O)c(C(N)=O)c2)n1CC
→ 0.1	0.2	0	13
> O=S(=O)(c1cnc[nH]1)N1CCC(N2CCCCC2)CC1
→ -2.4	-0.1	-5	-5
> COc1ccc(CCNC(=O)CC(Cc2ccc(C)cc2)C(=O)O)cc1OC (stereo not given)
→ 4.0	0.0	-2	6
> O=C(CSC1CC(=O)N(c2cc(Cl)cc(Cl)c2)C1=O)Nc1ccc(Cl)cc1 (stereo not given)
→ 0.3	0.7	13	13
> CCCNC(=O)C(=O)Nc1ccc(F)cc1
→ -2.5	-0.2	-6	-40
> COCCN1CCN(C(=O)c2cc(COc3ccc(F)cc3Cl)on2)CC1
→ 0.7	-0.1	-8	0
> Cc1ccc(NCc2c(C)[nH]c3ccccc3c2=O)cc1
→ -0.1	0.1	18	5
> O=C1N[C@@H](COCc2ccccc2)C(=O)N2CCN(Cc3ccccc3)C[C@H]12
→ 2.0	0.2	20	-5
> NC(=O)c1c(NC(=O)C2CC(c3ccccc3O)=NO2)sc2c1CCCC2 (stereo not given)
→ 0.4	-0.1	-8	0
> O=c1nc(SCc2ccccc2F)c2c([nH]1)CCC2
→ 0.7	0.0	0	6
> CCOc1ccc(-c2nnc(SCC(=O)O)n2-c2ccccc2)cc1
→ -0.8	0.0	1	-8
> CC(=O)N=c1sccn1CC(=O)c1ccc([N+](=O)[O-])cc1
→ 1.0	-0.1	6	-5
> Cc1nonc1CN(C)C(=O)CC1C(=O)NCCN1C1Cc2ccccc2C1 (stereo not given)
→ -1.0	0.4	10	13
> CCCC(=O)Nc1[nH]c(=S)c(C#N)c(-c2ccc(OC(=O)CCC)cc2)c1C#N
→ 2.4	-0.1	5	1
> O=C(O)CSc1ccc(-c2nc3ccccc3[nH]2)cn1
→ -0.7	-0.4	-1	-8
> COC(=O)c1cc(S(=O)(=O)NCc2ccc(F)cc2)c[nH]1
→ 0.9	0.0	4	-8
> Cc1nc(COC(=O)c2n[nH]c3ccccc23)cs1
→ -1.6	-0.1	-6	-6
> O=C1CCC(CCC(=O)N2CCCC2c2nc3ccccc3s2)(Cc2ccco2)N1 (stereo not given)
→ -1.4	-0.1	-9	8
> Cc1ccsc1/C=C1N=C(/C=C/c2cccc(Cl)c2Cl)OC\1=O
→ -0.4	0.1	6	2
> COc1ccc(C(=O)NN/C=C/C(=O)C(C)(C)C)cc1
→ -0.1	-0.1	1	-15
> CCOC(=O)c1c(C)n(CC(COC(C)=O)OC(C)=O)c2ccc(OC(C)=O)cc12 (stereo not given)
→ 0.8	0.3	16	-31
> O=C(Cn1ncc2ccccc21)N1CCN(c2ccccc2)CC1
→ -2.3	0.5	21	-6
> CN(C)C(=O)CSc1nc2ccccc2n1C(=O)Oc1ccccc1
→ 0.1	-0.1	-6	-21
> CN(C)c1cccc(Nc2nc(N)c3ncn(-c4ccccc4)c3n2)c1
→ 1.9	-0.1	18	-10
> C=CCOc1ccccc1/C=N/NC(=O)Cc1ccccc1
→ -0.5	1.6	11	1
> CCOC(=O)C1CCC(CN(Cc2ccc(Cl)cc2)S(=O)(=O)c2ccc([N+](=O)[O-])cc2)CC1 (stereo not given)
→ 1.4	0.1	-3	-7

Taken from above.
CCOC(=O)c1c(C)n(CC(COC(C)=O)OC(C)=O)c2ccc(OC(C)=O)cc12 (stereo not given) | FBW7 activator: 0.3
C=CCOc1ccccc1/C=N/NC(=O)Cc1ccccc1 | GPR151 activ: -0.5
COc1ccc(C(=O)NN/C=C/C(=O)C(C)(C)C)cc1 | FBW7 activator: -0.1

New compounds follow:
Screens in order: GPR151 activ	FBW7 activator	MITF inh	TEAD-YAP block
> CC(C)N1C(=O)C(O)(CC(=O)c2ccc(C(C)(C)C)cc2)c2ccccc21 (stereo not given)
→ 1.0	0.0	9	11
> CCC(Sc1nc2cc3c(cc2c(=O)n1CCCCCC(=O)NCc1ccc(OC)cc1)OCO3)C(=O)NCc1cccnc1 (stereo not given)
→ -1.3	0.3	10	3
> O=C(NC1CCS(=O)(=O)C1)c1ccc2c(c1)S(=O)(=O)c1ccccc1C2=O (stereo not given)
→ 1.1	-0.1	3	-9
> CCOc1ccccc1NC(=O)c1c(NC(=O)CNCc2ccccc2)sc2c1CCC2
→ 0.2	-0.1	-4	9
> O=C(NCc1cccnc1)C(C(=O)NCc1cccnc1)C12CC3CC(CC(C3)C1)C2
→ -1.5	0.0	-9	11
> CNc1nc2ccccc2n1/N=C/c1cccc(OC)c1OC
→ -0.9	0.5	16	1
> O=C(CCCCCn1c(=S)[nH]c2ccccc2c1=O)N1CCc2ccccc2C1
→ -1.3	0.5	3	3
> COC(=O)c1sc(NC(=O)CSc2nc3cccnc3n2C)nc1C
→ 0.8	0.2	7	-5
> CCCS/C(N)=N/N=C/c1cccc(C(=O)O)c1O
→ -6.9	-0.2	-4	-12
> Cc1ccccc1OCc1nnc2c3cnn(C)c3ncn12
→ -0.1	0.0	7	-43
> COc1ccc(NC(=O)c2cc(-c3ccccc3F)no2)cc1OC
→ -0.8	0.0	7	6
> Cc1ccccc1NC(=O)CN1N=NC2C(=O)N(c3ccccc3)C(=O)C21 (stereo not given)
→ -0.3	-0.4	-9	6
> Cc1cc(=O)oc(C)c1C(=O)NC1CCCC1
→ 1.0	0.0	2	6
> Cc1cccc(C)c1NC(=O)c1ccc(Nc2nc(-c3ccccc3)c3cc(Cl)ccc3n2)cc1
→ 0.2	0.0	9	8
> COc1ccc(Cl)cc1-n1c(-c2ccncc2)n[nH]c1=S
→ -0.4	-0.1	-11	-1
> Cc1ccc(CNS(=O)(=O)c2ccc3oc(C(=O)O)c(C)c3c2)cc1
→ -0.5	-0.1	29	4
> COc1ccc(C2NC(=O)NC(C)=C2C(=O)OC2CCCCC2)cc1 (stereo not given)
→ 1.4	-0.1	-8	11
> COC(=O)c1cc(C(=O)OC)cc(-n2c(C)cc(/C=N/Nc3nc(C)cc(C)n3)c2C)c1
→ -1.7	-0.2	4	-8
> COC(=O)c1ccccc1NC(=O)/C(C#N)=C/c1ccc(-c2cccc([N+](=O)[O-])c2)o1
→ -0.3	-0.1	-5	-8
> O=C(c1ccc(Nc2cccc(C(F)(F)F)c2)nc1)N1CCCC1
→ -0.3	0.3	15	-15
> CCOC(=O)C1=C(C)NC(C)=C(C(=O)OC)C1c1ccc(C)o1 (stereo not given)
→ 2.8	0.0	-17	-5
> O=C(COc1ccc(Br)cc1Br)Nc1ccc(N2CCOCC2)cc1
→ -2.7	0.0	12	3
> COc1ccc(C(=O)CSc2nnc(-c3ccc(=O)n(C)c3)n2C)cc1
→ -0.7	0.4	15	5
> Cc1cccc(C(=O)N2CC(=O)Nc3ccc(Br)cc3C2c2ccccc2)c1 (stereo not given)
→ 0.6	-0.1	-3	1
> O=C(Nc1ccc(-c2cn3c4c(nnc3n2)CCCC4)cc1)c1cscn1
→ -1.8	-0.1	-6	-25
> Cc1cccc(/C=N/NC(=O)c2ccncc2)c1
→ -0.3	0.3	-3	-3
> CC(=O)Nc1ccc(Nc2nc(Nc3ccncn3)nc3c2ncn3-c2ccccc2)cc1
→ 1.8	5.1*	5	14
> COC(=O)c1cc(S(=O)(=O)Nc2ccc(C)cc2Cl)c[nH]1
→ -1.3	-0.1	2	-2
> CC(NC(=O)Nc1ccc(F)cc1F)C1CCCO1 (stereo not given)
→ 1.2	0.1	-7	0
> CN1CCN(C(=O)CN2C(=O)COc3ccc(S(=O)(=O)N4CCOCC4)cc32)CC1
→ -0.2	0.1	-7	-6

Next part; it opens with the 2 that closed the last part.
Screens in order: GPR151 activ	FBW7 activator	MITF inh	TEAD-YAP block
> CC(NC(=O)Nc1ccc(F)cc1F)C1CCCO1 (stereo not given)
→ 1.2	0.1	-7	0
> CN1CCN(C(=O)CN2C(=O)COc3ccc(S(=O)(=O)N4CCOCC4)cc32)CC1
→ -0.2	0.1	-7	-6
> Cc1cc(C)c(C#N)c(SCC(=O)Nc2ccc3ccccc3c2)n1
→ 0.9	0.1	16	-58
> COc1ccccc1NC(=S)Nc1ccccc1F
→ 1.1	0.1	3	-5
> Cc1nc2sccn2c1C(=O)c1ccc([N+](=O)[O-])cc1
→ 1.4	-0.2	-4	-9
> O=[N+]([O-])c1ccc(/C=N/Nc2nn[nH]n2)cc1
→ -1.1	-0.1	14	1
> COc1cc(/C=C2/C(=N)N3N=C(c4ccccc4C)SC3=NC2=O)ccc1OCCOc1ccccc1C
→ -1.0	0.0	-3	-2
> Cc1cc(C)c2c(n1)nn1c(N3CCOCC3)cc(C)nc21
→ 1.4	-0.1	3	9
> C/C(=N\Nc1nc2c(c(=O)[nH]c(=O)n2C)n1CCc1ccccc1)c1ccccc1O
→ -0.3	-0.4	8	4
> Cc1onc(-c2ccccc2Cl)c1C(=O)Nc1ccc(-c2nc3ccccc3[nH]2)cc1
→ 3.5	-0.2	-3	33*
> CC(C)C(=O)Nc1nc(-c2ccccn2)cs1
→ -0.2	-0.1	27	-7
> CCOC(=O)c1ccc(NC(=O)CCC2CCCC2)cc1
→ -1.3	0.4	9	-16
> CCCCC(=O)Nc1sc2c(c1C#N)CCCC2
→ 0.8	0.2	-6	-63
> Cc1cc(C)cc(-n2nnc3c(=O)n(CC(=O)N(C)c4ccccc4)cnc32)c1
→ -0.1	0.1	-2	4
> O=C(Cc1c(F)cccc1Cl)Nc1cc(C(=O)NCCCN2CCOCC2)ccc1N1CC2CC(C1)c1cccc(=O)n1C2 (stereo not given)
→ -2.1	-0.3	-9	-10
> CN1CCCN(C(=O)C2CC23CCN(Cc2ccc(-c4cccc(Cl)c4)o2)CC3)CC1 (stereo not given)
→ -1.1	-0.4	4	-5
> COc1ccc(Cn2c(=O)c3cccnc3n(CC(N)=O)c2=O)cc1
→ -1.1	0.2	-5	2

Results in FBW7 activator (3 entries from above):
canonical_smiles | FBW7 activator
CN1CCCN(C(=O)C2CC23CCN(Cc2ccc(-c4cccc(Cl)c4)o2)CC3)CC1 (stereo not given) | -0.4
O=C(NCc1cccnc1)C(C(=O)NCc1cccnc1)C12CC3CC(CC(C3)C1)C2 | 0.0
CC(=O)Nc1ccc(Nc2nc(Nc3ccncn3)nc3c2ncn3-c2ccccc2)cc1 | 5.1*

The list continues:
Screens in order: GPR151 activ	FBW7 activator	MITF inh	TEAD-YAP block
> CN(CCCN1C(=O)C2C(C(=O)Nc3ccc(Oc4ccccc4)cc3)C3C=CC2(O3)C1C(=O)NC1CCCCC1)Cc1ccccc1 (stereo not given)
→ 0.0	-0.1	-8	0
> O=S(=O)(NCc1ccc(Br)cc1)c1ccc(F)cc1
→ -0.1	0.0	-8	-10
> Cc1ccc(C(=O)CN2C(=O)COc3ccc(C(=O)n4nc(C)cc4C)cc32)cc1
→ -0.1	0.0	34	3
> O=S(=O)(NCc1ccc(-c2cccs2)cc1)c1ccc2c(c1)OCCCO2
→ 0.5	0.2	5	-5
> COc1cc2nc(Nc3nc4ccccc4n3C)nc(Nc3cc(OC)c(OC)c(OC)c3)c2cc1OC
→ 2.1	-0.2	-9	28
> COc1cc(C(=O)Nc2cc(C(=O)N3CCCC3)ccc2N2CC3CC(C2)c2cccc(=O)n2C3)cc(OC)c1OC (stereo not given)
→ 0.6	0.1	-1	-13
> CC(C)(C)C(=O)NC1CCN(S(=O)(=O)c2ccc(Cl)c(F)c2)CC1
→ 0.1	-0.1	-6	8
> CCOc1ccccc1NC(=O)c1c(NC(=O)Cc2ccc(OC)cc2)sc2c1CCC(C)C2 (stereo not given)
→ 1.1	0.0	7	9
> C=CCNCCCOc1ccc(Cl)cc1Br
→ -2.4	-0.1	36	-14
> COc1ccc(/C(O)=C2/C(=O)C(=O)N(Cc3ccco3)C2c2ccc(N(C)C)cc2)cc1 (stereo not given)
→ -0.5	0.0	9	-2
> O=C(c1ccco1)N1CCN(CC(=O)N2c3ccccc3CCc3ccccc32)CC1
→ 1.2	0.0	23	-7
> CC1=C(C(=O)Nc2ccccn2)C(c2ccc(Cl)c([N+](=O)[O-])c2)C2=C(CCCC2=O)N1 (stereo not given)
→ -1.0	0.2	-10	0
> COc1cccc2cc(C(=O)OCC(=O)Nc3ccc(Br)cc3)c(=O)oc12
→ 1.7	0.0	3	-38
> CCOC(=O)C1(C)NC(c2ccc(C)cc2)C2C(=O)N(C)C(=O)C21 (stereo not given)
→ -0.4	-0.1	-1	0
> COC(=O)c1cccc(NC(=O)/C(=C\c2cccc([N+](=O)[O-])c2)NC(=O)c2ccc(Br)o2)c1
→ 2.1	0.0	5	0
> N#C/C(=C/c1ccc(O)c([N+](=O)[O-])c1)C(=O)Nc1ccccc1
→ -0.3	0.0	1	-5
> O=C(NC1CCCCCC1)c1cc([N+](=O)[O-])cc([N+](=O)[O-])c1
→ -0.2	1.3	20	10
> O=C(NCc1ccc(Cl)cc1)c1ccc[nH]c1=S
→ -0.8	0.8	2	-26
> Cc1ccc(-n2c(SCC(=O)N3CCCC3)nc3c(sc(=S)n3-c3ccccc3C)c2=O)cc1
→ -0.2	0.3	39	3
> CCNC(=O)CCc1nc(-c2cccc(C)c2)no1
→ -1.3	-0.1	0	-13
> O=C(Nc1ccc2oc(-c3ccccc3F)nc2c1)c1cccc(Cl)c1
→ 0.2	0.0	7	-12
> COc1ccc(OC)c(C2C(C#N)=C(N)N(N(C)C)C3=C2C(=O)CC(c2ccccc2)C3)c1 (stereo not given)
→ -0.6	0.0	6	57*
> CCc1ccc(-c2cc(C(=O)OCC(=O)c3ccc(Cl)cc3)c3cc(C)ccc3n2)cc1
→ -0.7	0.0	6	-2

Bioassay records from PubChem BioAssay.
